Source: PubChem BioAssay
Apaf-1 inh: inhibitors of human Apaf-1 apoptosome; reconstituted apoptosome caspase-3 activity, DEVD-Rh110 fluorescence; inhibition, % at 20 µM; O14727; 330,000 compounds, 0.71% hits; AID 489030; active means inhibition of at least 40% at 20 µM;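 further: plate controls were DMSO wells for no effect and DEVD-CHO caspase inhibitor wells for full effect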
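detection = Rh110 fluorescence intensity | test system = biochemical Apaf-1 apoptosome reconstitution | also added = cytochrome c and DEVD-Rh110 substrate | schedule = 30 min plus 50 min, RT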
697 NFkB inh: inhibitors of the PMA/ionomycin-induced NF-kB reporter in 697 B cells | 330,000 compounds, 0.33% hits | 697 B-cell NF-kB luciferase reporter, 16 h | inhibition, % at 4 µM; in the data active means inhibition above about 35%
UBC13 polyUb: human UBC13 polyubiquitination inhibition. UBC13 polyubiquitin chain formation, TR-FRET. P61088. AID 485273. inhibition, % at 20 µM. 330,000 compounds, 0.47% hits; in the data active means inhibition above about 45%, passing the limit was not always enough
Jurkat NFkB inh: lowers PMA/ionomycin-induced NF-kB signal in Jurkat cells; PMA/ionomycin-induced NF-kB luciferase reporter, luminescence; inhibition, % at 4 µM; 330,000 compounds, 0.53% hits; AID 435003
Gli-Sufu block: Gli-Sufu pathway antagonism; Sufu-KO-LIGHT fibroblasts, Gli luciferase reporter luminescence; inhibition, % at 5 µM; 340,000 compounds, 0.74% hits; AID 588413;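 active means inhibition above about 55%, limit read from the data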;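 further: 0% = DMSO-treated cells and 100% = wells with medium but no cells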
SENP7 block: SENP7 protease inhibition; 330,000 compounds, 1.5% hits; inhibition, % at 5 µM; Q9BQF6; recombinant SENP7, Z-RLRGG-aminoluciferin luminescence, 40 min;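 active means inhibition above about 50% at the single test dose, limit read from the data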;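 further: plate controls were DMSO with enzyme for no effect and no enzyme buffer wells for full effect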
SENP8 block: blocks the human protease SENP8 | Q96LD8 | purified SENP8, Z-RLRGG-aminoluciferin cleavage, luminescence | inhibition, % at 10 µM | 330,000 compounds, 1.2% hits | AID 2540
HKDC1 inhibitor: blocks human hexokinase HKDC1 activity; Q2TB90; recombinant HKDC1, G6PDH/diaphorase resazurin coupled fluorescence; inhibition, % at 20 µM; 340,000 compounds, 0.16% hits; AID 493160;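 active means inhibition above about 35% when tested at 20 µM, limit read from the data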;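 further: plate controls were DMSO wells with enzyme for no effect and DMSO wells lacking enzyme for full effect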
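Assay system: in-house recombinant HK5 (HKDC1) enzyme. Input: HKDC1 at 5 µg/mL. Medium: Tris pH 8.0 buffer with MgCl2, Tween-20, BSA, BME. Dosing: single 20 µM dose. Schedule: 90 min reaction incubation at room temperature, dark. Signal: resazurin-to-resorufin fluorescence via G6PDH and diaphorase coupling, 525/613 nm. Controls: DMSO-enzyme wells negative, buffer-substituted wells positive.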
* hit, by the source's call; . = no result given. Unless noted, no stated cut-off is given here; in the data, active means inhibition above about 50%; inactive means the rest.

| SMILES | Apaf-1 inh | 697 NFkB inh | UBC13 polyUb | Jurkat NFkB inh | Gli-Sufu block | SENP7 block | SENP8 block | HKDC1 inhibitor |
| --- | --- | --- | --- | --- | --- | --- | --- | --- |
| C=CCNc1nc(NC(C)(C)CO)nc(OCC)n1 | -0.2 | -8.2 | -1.7 | -4.1 | -0.7 | 6.8 | -3.2 | -3.5 |
| CS(=O)(=O)N(CC(=O)Nc1c(F)cccc1F)Cc1ccccc1 | -58.8 | 2.1 | 1.0 | -0.4 | 1.3 | 2.8 | -4.0 | -1.1 |
| O=C(O)c1ccc2c(=O)n(-c3ccccc3F)c(=S)[nH]c2c1 | -16.1 | -0.2 | 20.6 | 6.3 | 1.1 | 1.3 | -1.2 | -1.9 |
| COc1ccc(N2C(=O)CCC(C(=O)N3CCCCC3)C2c2ccc(F)cc2)cc1 (configuration not stated) | -4.0 | -13.1 | -10.4 | 4.2 | 6.8 | 15.2 | -8.9 | -5.0 |
| Cc1ccc(NC(=O)CCC(=O)NNC(=O)COc2ccc([N+](=O)[O-])cc2)c(C)c1 | 6.4 | -4.1 | 1.4 | -7.8 | -0.6 | -9.8 | 10.3 | -8.6 |
| Cc1nnc2ccc(N3CCN(c4ccccn4)CC3)nn12 | 7.3 | 18.9 | -3.3 | 7.4 | 9.6 | -3.3 | 0.2 | 3.0 |
| O/N=C1\CCCCc2ccccc21 | -16.8 | -28.9 | -1.4 | -3.6 | -2.6 | -22.0 | -10.8 | 8.0 |
| COC(=O)COc1nc(C)c2c(c1C#N)CC(C)(C)OC2 | -16.0 | 19.0 | -1.2 | -11.6 | 29.8 | 6.0 | -0.3 | -5.3 |
| Nc1ccc(SCC(=O)Nc2cccc([N+](=O)[O-])c2)cc1 | -7.8 | -3.4 | 3.6 | -24.8 | -24.1 | 7.7 | -3.9 | -3.5 |
| COc1ccc(S(=O)(=O)Nc2cc3c4c(c2)CCC(=O)N4CCC3)cc1C | 14.4 | -16.6 | 4.1 | 3.4 | 8.8 | -6.5 | 9.8 | -3.0 |
| COc1ccccc1C(=O)Nc1ccc2c(c1)C(=O)NC2=O | 2.9 | -3.6 | 2.9 | 4.7 | -5.8 | 5.4 | -3.2 | -7.9 |
| Cc1ccc(Nc2nc(N3CCOCC3)nc(N3CCOCC3)n2)cc1Cl | 14.8 | 33.5 | 7.2 | -56.4 | 51.6 | -0.4 | -11.8 | -2.2 |
| CCOC(=O)N/N=C/c1cccc(Cl)c1Cl | -2.2 | -12.4 | 2.2 | -21.3 | -22.2 | -4.8 | -12.7 | 0.1 |
| Cc1ccc(NC(=O)CNc2ccc(OC(C)C)cc2)c(C)c1 | 8.7 | -8.9 | -17.2 | -1.3 | 10.6 | 2.0 | -9.9 | 11.0 |
| CCOC(=O)c1c(NC(=O)C(F)(OC)C(F)(F)F)sc(C(=O)N2CCCCC2)c1C (configuration not stated) | 9.1 | 4.2 | 5.0 | -6.2 | -9.6 | 8.1 | 0.6 | 1.9 |
| CCCS(=O)(=O)N1CCC(C(=O)Oc2ccc(OC)cc2)CC1 | 15.1 | -12.3 | -7.0 | 11.4 | 0.0 | -16.6 | -4.4 | -1.3 |

As entered above.
Gli-Sufu block result of COc1ccc(S(=O)(=O)Nc2cc3c4c(c2)CCC(=O)N4CCC3)cc1C = 8.8
UBC13 polyUb result of Nc1ccc(SCC(=O)Nc2cccc([N+](=O)[O-])c2)cc1 = 3.6
SENP8 block result of Cc1ccc(Nc2nc(N3CCOCC3)nc(N3CCOCC3)n2)cc1Cl = -11.8
Gli-Sufu block result of CCCS(=O)(=O)N1CCC(C(=O)Oc2ccc(OC)cc2)CC1 = 0.0
Jurkat NFkB inh result of COc1ccccc1C(=O)Nc1ccc2c(c1)C(=O)NC2=O = 4.7
UBC13 polyUb result of Cc1ccc(NC(=O)CNc2ccc(OC(C)C)cc2)c(C)c1 = -17.2

(further entries)
| SMILES | Apaf-1 inh | 697 NFkB inh | UBC13 polyUb | Jurkat NFkB inh | Gli-Sufu block | SENP7 block | SENP8 block | HKDC1 inhibitor |
| --- | --- | --- | --- | --- | --- | --- | --- | --- |
| CN(C)/C=N/c1ncc(C(=O)c2ccc(-c3ccccc3)cc2)s1 | 9.4 | -6.2 | -1.6 | 6.4 | . | 7.2 | -11.4 | 2.0 |
| O=S1(=O)CCN(Cc2ccc(Cl)c(Cl)c2)CC1 | 7.7 | -8.4 | 0.5 | -5.9 | 1.0 | -9.3 | -8.1 | -0.1 |
| COc1ccc(C(=O)OCC(=O)NC2CC2)cc1OC | -6.0 | 22.8 | -1.0 | -5.8 | 11.0 | 11.4 | -6.4 | -2.0 |
| Cc1ccc(-c2noc(CN3CCN(C(c4ccccc4)c4ccccc4)CC3)n2)cc1 | 8.7 | -12.9 | 1.0 | 9.5 | -17.6 | 3.7 | -5.0 | -3.5 |
| C=CCN1C(c2ccc(Br)cc2)=CS/C1=C(/C#N)c1nnc(N2CCOCC2)n1-c1ccccc1 | 24.2 | 5.0 | 4.1 | 9.5 | 19.6 | -4.5 | 16.4 | -3.4 |
| CC1CCC(NC(=O)c2cnccn2)CC1 (configuration not stated) | 14.9 | 1.5 | 4.0 | -27.5 | -22.8 | 6.7 | 0.7 | -4.9 |
| CC(C)(C)NC(=O)/C=C/c1cccc(C(F)(F)F)c1 | 2.7 | -87.2 | -12.9 | -6.4 | 39.5 | -12.7 | -7.2 | -14.6 |
| CN(C)S(=O)(=O)c1ccc(N2CCCC2)c(C(=O)NC2CCC(O)CC2)c1 (configuration not stated) | 5.8 | 13.5 | 1.6 | 7.9 | -0.6 | -1.9 | 0.8 | -4.8 |
| Nc1nc(-c2ccccc2)nc2sc3c(c12)CCCC3 | 11.4 | -244.3 | 12.4 | -162.0 | -106.6 | 75.2* | 57.8* | 8.0 |
| COc1ccc(OC)c(/C=N/N=C2\SCC(=O)N2Cc2ccco2)c1 | 20.6 | 11.1 | 7.7 | 3.8 | 8.2 | 10.0 | 5.5 | 6.1 |
| CN(Cc1ccc(OCC(O)CN(C)Cc2ccccc2)cc1)Cc1nccn1C (configuration not stated) | -5.9 | -24.5 | 8.7 | -9.7 | -1.0 | -0.1 | 1.6 | -7.0 |
| O=S(NCc1ccccc1)C12CC3CC(CC(C3)C1)C2 (configuration not stated) | -17.5 | 12.9 | 3.4 | -6.1 | 1.9 | -3.8 | -2.9 | -8.4 |
| Cc1csc(NC(=O)CNS(=O)(=O)c2cccs2)n1 | -1.4 | -21.6 | -0.3 | -4.8 | 3.0 | -6.8 | -3.8 | -6.2 |
| Cc1ccc(C)c2nc(SCC(=O)N3CCCc4ccccc43)c(C#N)cc12 | 15.9 | 17.3 | 16.6 | -9.6 | 10.6 | -0.7 | -2.7 | -4.5 |
| CCc1ccc(N(CC(=O)Nc2ccc(OC)cc2OC)S(C)(=O)=O)cc1 | 7.1 | -13.0 | 2.1 | 3.1 | 10.3 | 1.8 | -7.2 | -6.8 |
| CC1CCc2[nH]c3ccc(C(=O)N(C)CC(=O)Nc4ccc(F)cc4)cc3c2C1 (configuration not stated) | 7.4 | 3.7 | 9.5 | 5.9 | 7.5 | -4.9 | 4.6 | -0.5 |
| COc1ccc(NC(=O)CN(C)C(=O)c2sc3cc(Cl)ccc3c2Cl)cc1 | 26.1 | 0.0 | 3.0 | 3.9 | -0.5 | -5.0 | 2.3 | -4.8 |
| CCOc1ccc(S(=O)(=O)NCCC(=O)NC(C)CCc2ccccc2)cc1 (configuration not stated) | -2.9 | -2.9 | 1.1 | -1.0 | -3.0 | 6.0 | -4.3 | -1.7 |
| COc1ccccc1NC(=S)N1CCC(NC(=O)c2ccco2)CC1 | 10.5 | 7.8 | -5.1 | 17.4 | -0.2 | -7.1 | -10.1 | 3.0 |
| Oc1cccc(-n2nnnc2SCc2ccccc2F)c1 | 4.2 | 0.9 | 6.1 | 6.3 | -0.3 | 5.9 | -3.5 | 2.7 |
| COc1cccc(NC(=O)COc2ccc(C(=O)N3CCN(C)CC3)cc2)c1 | 5.3 | -21.1 | 1.0 | 1.2 | -2.0 | 3.7 | 1.7 | 0.4 |
| Cc1ccc(C2/C(=C(/O)c3cnn(-c4ccccc4)c3C)C(=O)C(=O)N2CCCN2CCOCC2)o1 (configuration not stated) | 18.3 | -23.3 | -6.7 | -30.3 | . | -13.5 | -12.3 | . |
| CCOc1ccc(NC(=O)CSc2nnc(Cn3c(=O)sc4ccccc43)n2C)cc1 | -11.1 | 7.0 | 6.2 | 4.0 | -13.4 | -2.3 | -4.5 | -5.8 |
| CC1CN(CCOc2cccc(Oc3ccccc3)c2)CC(C)O1 (configuration not stated) | 5.3 | -22.0 | 1.2 | -1.4 | 52.1 | 5.5 | -6.6 | -4.9 |

2 entries from above, with values under each structure:
Every second line gives: Apaf-1 inh	697 NFkB inh	UBC13 polyUb	Jurkat NFkB inh	Gli-Sufu block	SENP7 block	SENP8 block	HKDC1 inhibitor
COc1ccccc1NC(=S)N1CCC(NC(=O)c2ccco2)CC1
  10.5	7.8	-5.1	17.4	-0.2	-7.1	-10.1	3.0
Oc1cccc(-n2nnnc2SCc2ccccc2F)c1
  4.2	0.9	6.1	6.3	-0.3	5.9	-3.5	2.7

The listing picks up with the 2 entries that preceded the break.
| SMILES | Apaf-1 inh | 697 NFkB inh | UBC13 polyUb | Jurkat NFkB inh | Gli-Sufu block | SENP7 block | SENP8 block | HKDC1 inhibitor |
| --- | --- | --- | --- | --- | --- | --- | --- | --- |
| CCOc1ccc(NC(=O)CSc2nnc(Cn3c(=O)sc4ccccc43)n2C)cc1 | -11.1 | 7.0 | 6.2 | 4.0 | -13.4 | -2.3 | -4.5 | -5.8 |
| CC1CN(CCOc2cccc(Oc3ccccc3)c2)CC(C)O1 (configuration not stated) | 5.3 | -22.0 | 1.2 | -1.4 | 52.1 | 5.5 | -6.6 | -4.9 |
| CC(C)Oc1ccc(C(CC(=O)O)NC(=O)Cc2ccc(Cl)cc2)cc1 (configuration not stated) | -3.3 | -0.3 | -2.5 | -22.1 | 4.5 | 11.3 | -2.2 | -1.8 |
| Cc1cc(-c2nnc(SCC(=O)Nc3ccc(F)c(F)c3)n2N)n[nH]1 | -8.4 | 10.0 | -1.5 | 4.9 | 2.0 | 0.2 | 9.3 | -5.6 |
| CCn1nc(C(=O)NCc2nnc3ccccn23)c2ccccc2c1=O | -0.1 | 20.8 | -0.6 | -4.0 | -5.7 | 6.4 | 4.5 | 0.0 |
| COc1ccc([C@@H]2[C@@H]3C(=O)N(C(C)(C)C)C(=O)[C@@H]3[C@]3(C)C(=O)N(c4cccc(C)c4)C(=O)N23)cc1 | -3.3 | -4.8 | 6.5 | 23.0 | 4.2 | 2.0 | -6.0 | -1.0 |
| COc1ccc(C(=O)COC(=O)c2cncc(Br)c2)cc1 | -8.8 | -2.8 | 1.0 | 5.9 | -1.2 | 20.9 | 8.1 | -0.4 |
| COc1cc(NC(=O)C2CC2)c(C(=O)O)cc1OC | 17.4 | 12.9 | -5.9 | -10.0 | -7.0 | -8.4 | -18.2 | 1.1 |
| COc1cc(C(=O)O/N=C2/C=C(C)C(=O)C=C2C)cc(OC)c1OC | -10.3 | -2.4 | -14.9 | 9.9 | 20.1 | -7.0 | -10.4 | 3.7 |
| CC1CCN(c2ccc([N+](=O)[O-])cc2C(N)=O)CC1 | -2.9 | 6.2 | -12.4 | 13.2 | 2.5 | -7.2 | 4.1 | -9.4 |
| COC(=O)c1cc(S(=O)(=O)n2nc(C)cc2C)c(Cl)cc1Cl | 16.5 | 11.4 | 4.1 | -25.8 | 6.0 | 2.5 | -4.8 | -7.5 |
| CCC(C)NC(=O)C1CCCN(C(=O)Nc2ccc(F)cc2)C1 (configuration not stated) | 7.5 | -2.6 | -6.7 | 14.0 | 5.9 | 7.9 | 2.4 | -8.3 |
| CCOc1ccc(NC(=O)c2cccc(OC(=S)N3CCC(C)CC3)c2)cc1 | 19.3 | -13.7 | -2.5 | -20.4 | 0.8 | -10.0 | -7.3 | 3.8 |
| COc1ccc(CNc2nc(-c3ccccc3)nn2C(=O)c2cccs2)cc1 | -18.4 | 4.2 | -0.8 | -16.4 | -16.9 | -9.6 | 1.6 | -4.8 |
| CCn1c(COc2ccc(C)cc2)nc2ccccc21 | 1.2 | -54.3 | -1.0 | -62.7 | -71.5 | 5.6 | 10.6 | -1.5 |
